Pf growth 48h = Primary qHTS for delayed death inhibitors of the malarial parasite plastid, 48 hour incubation. P. falciparum luciferase growth in erythrocytes, 48 h. Potency, µM (titrated, usually from 28.7 µM), without a hit: at the top dose activity change, negative = inhibition, usual class: inhibitors. 310,000 tested, 5.9% active. AID 504832, 2011; further: potency means the concentration at half of the fitted maximal effect; on the % scale 0 is the no-effect control and ±100 the full control effect
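Cell-based growth assay: transgenic P. falciparum expressing firefly luciferase, cultured in red cells within RPMI 1640 containing 0.5% w/v Albumax, 24 mM bicarbonate and gentamycin. A drop in luciferase activity indicates inhibition.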
Giardia FBPA inh = qHTS Assay for Inhibitors of Fructose-1,6-bisphosphate Aldolase from Giardia Lamblia. purified Giardia FBPA. Potency, µM (top dose mostly 59.6 µM), inactives show at the highest dose activity, negative = inhibition, actives largely listed as inhibitors. 290,000 tested, 0.71% active. AID 2451, 2010; further: potency means the concentration at half of the fitted maximal effect; on the % scale 0 is the no-effect control and ±100 the full control effect; nearly all actives have a fitted effect of over 55% in size
Target sequence (A8B2U2 whole entry, looked up): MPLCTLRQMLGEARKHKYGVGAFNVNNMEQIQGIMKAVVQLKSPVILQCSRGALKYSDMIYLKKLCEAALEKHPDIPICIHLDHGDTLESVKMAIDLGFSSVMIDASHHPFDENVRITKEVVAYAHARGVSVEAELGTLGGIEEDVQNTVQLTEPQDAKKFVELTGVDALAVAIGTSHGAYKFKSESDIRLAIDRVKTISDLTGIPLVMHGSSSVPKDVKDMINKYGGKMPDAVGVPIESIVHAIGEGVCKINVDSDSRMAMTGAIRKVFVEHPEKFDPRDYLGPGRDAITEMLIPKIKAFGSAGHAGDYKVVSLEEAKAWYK
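40 nM FBPA preincubated 10 min at RT with compound (up to 57.5 uM final), then substrate plus GAPDH/TPI/NAD/arsenate coupling and diaphorase/resazurin added. Fluorescence read after 20 min at RT, 525/598 nm.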
HCV inh = qHTS Assay for Inhibitors of Hepatitis C Virus (HCV). Huh7.5.1 HCVcc-Cre infection, luciferase reporter, 44 h. Potency, µM (highest dose often 41.8 µM), without a hit: top-dose activity change, negative = inhibition, actives largely listed as inhibitors. 340,000 tested, 3.4% active. AID 651820, 2012; further: potency means the concentration at half of the fitted maximal effect; on the % scale 0 is the no-effect control and ±100 the full control effect
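HCVcc-Cre virus at an moi near 0.5 was added right after compound to cells cultured 4 h from seeding (1,000 cells/well). Luciferase activity was determined 44 h later, 15 min after substrate addition at RT.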
Pf growth 96h = Primary qHTS for delayed death inhibitors of the malarial parasite plastid, 96 hour incubation. AID 504834, 2011. Potency, µM (titrated, usually from 28.7 µM), without a hit: at the top dose activity change, negative = inhibition, most hits filed as inhibitors. 320,000 tested, 6.9% active. P. falciparum luciferase reporter growth, 96 h; further: potency means the concentration at half of the fitted maximal effect; on the % scale 0 is the no-effect control and ±100 the full control effect
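96 h incubation, 37 C, 5% CO2, of luciferase-reporter P. falciparum-infected RBCs (2% hematocrit, 0.05% parasitemia final) with test compounds; endpoint luminescence.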
CHX counter = Cycloheximide Counterscreen for Small Molecule Inhibitors of Shiga Toxin | cell reporter, cycloheximide protein synthesis inhibition counterscreen | 300,000 tested, 12% active | max response, %; in the data active means max response mostly above about 13%, no sharp cut-off; inactive means mostly below about 14%; further: read at 38.3 µM for the half of the compounds with a filed dose; 0% is about no effect
Shiga inhibitor = A qHTS for Small Molecule Inhibitors of Shiga Toxin; Vero cells, Shiga toxin protein synthesis inhibition reporter; inhibition, % at 38.7 µM; 290,000 tested, 9.2% active; AID 2315, 2010; in the data active means inhibition mostly above about 28%, no sharp cut-off; inactive means mostly below about 43%; further: 0% is about no effect
An asterisk follows results filed as active; ? = inconclusive; / = no result given; [ ] = dose if it differs, or a comment. Unless noted, the call rests on the fitted dose curve; in most records, active means well fitted curve in the direction sought with a large enough effect; inconclusive means small, poorly fitted or top-dose-only effect, or another doubt; inactive means no such curve, though single readings can be large; an effect the other way counts as inactive or inconclusive. Compounds were not picked by outcome. About 24% of those tested had a hit in this group.

entry | molecule | CHX counter | Pf growth 96h | HCV inh | Shiga inhibitor | Pf growth 48h | Giardia FBPA inh
1 | CC1CCCCN1C(=O)C(Cc1ccccc1)N1C(=O)C2CCCCC2C1=O (stereo unspecified) | 1 | 13µM* | 3% | -18 | -4% | 4%
2 | CCCNC(=O)Nc1ccsc1C(=O)OC | -2 | 6% | -5% | 31 | -5% | 0%
3 | O=C(C1CCN(S(=O)(=O)c2cccc3nsnc23)CC1)N1CCc2ccccc2C1 | -1 | -2% | -18% | -9 | ? | -19%
4 | O=C(COc1ccc(Cl)cc1)Nc1cccc(-c2ccc3nncn3n2)c1 | 4 | ? | -1% | -3 | ? | 0%
5 | COc1ccc(CCNC(=O)c2ccc3ccccc3n2)cc1 | 52* | 39%[activator] | 11% | 69* | 37%[activator] | -16%
6 | CC(C)CC(=O)NCC(C)NC(=O)CC(C)C (stereo unspecified) | -1 | 15µM* | 1% | 6 | 13% | -8%
7 | COc1cc(OC)cc(C(=O)NC2CC3CCC(C2)N3C)c1 (stereo unspecified) | / | ? | 10% | / | -25% | /
8 | Cc1ccc(S(=O)(=O)CC(=O)N2CCN(c3cccc(C(F)(F)F)c3)CC2)cc1 | 1 | 5% | 8% | 13 | 7% | /
9 | N#CC1=C(N)Oc2cc(N)ccc2C1c1cccnc1 (stereo unspecified) | -8 | 0% | -12% | -21 | -7% | -6%
10 | COCCCNC(=O)Cc1coc2ccc3ccccc3c12 | 3 | 15% | 8% | 30 | 1% | -7%
11 | CCC(Oc1ccccc1)C(=O)Nc1cc(Cl)ccc1-n1cncn1 (stereo unspecified) | / | 12µM* | -17% | / | 4.1µM* | /
12 | Cc1cccc(N(C)Cc2nnc(-c3cccc(Br)c3)o2)c1 | 8 | 54%[activator] | ? | 12 | 11% | 0%
13 | Cc1ccc(CNC(=O)CS(=O)Cc2nc(-c3ccccc3F)oc2C)cc1 (stereo unspecified) | 2 | 30%[activator] | 5% | -9 | 9% | -3%
14 | CCOC(=O)N1CCN(Cc2nc3cc(NC(=O)c4cccs4)ccc3n2C)CC1 | 5 | 0% | ? | -5 | ? | 2%
15 | COCCSc1ccccc1C(=O)Nc1nnc(COC)s1 | -1 | ? | 12% | -1 | 19% | -4%
16 | Cc1ccc(S(=O)(=O)N(C)c2ccc(C(=O)N3CCc4ccccc4C3)cc2)cc1 | -3 | -6% | ? | 20 | 6% | -8%
17 | Cc1ccc(C(=O)Nc2cccc(N(C)S(C)(=O)=O)c2)cc1S(=O)(=O)Nc1ccccc1 | -2 | ? | -15% | -7 | 5% | -2%
18 | N/C(=N\c1nc(CSc2ccc(Cl)cc2)cc(=O)[nH]1)Nc1cccc2ccccc12 | -3 | ? | 6% | 19 | / | 4%
19 | CCc1ccc2c(c1)cc(CN(C(=S)Nc1ccccc1C)C1CC1)c1nnnn12 | -1 | ? | -8% | 6 | 3.3µM* | -4%
20 | COC(=O)c1scc(C)c1N1C(=O)c2ccccc2C1=O | 1 | 35%[activator] | 2% | 12 | 8% | 3%

Entries shown so far containing an aryl methoxy group (2):
entry | molecule | CHX counter | Pf growth 96h | HCV inh | Shiga inhibitor | Pf growth 48h | Giardia FBPA inh
5 | COc1ccc(CCNC(=O)c2ccc3ccccc3n2)cc1 | 52* | 39%[activator] | 11% | 69* | 37%[activator] | -16%
7 | COc1cc(OC)cc(C(=O)NC2CC3CCC(C2)N3C)c1 (stereo unspecified) | / | ? | 10% | / | -25% | /

Later entries:
entry | molecule | CHX counter | Pf growth 96h | HCV inh | Shiga inhibitor | Pf growth 48h | Giardia FBPA inh
21 | O=C1CCN(c2ncccc2[N+](=O)[O-])CC1 | -2 | 32%[activator] | -6% | -7 | ? | -1%
22 | Cc1oc2cc(O)ccc2c(=O)c1Oc1ccccc1Br | -3 | -27% | -3% | 1 | -6% | 13%
23 | COCCN1Cc2cc3cc(C)ccc3nc2SC1=Nc1ccc(OC)cc1 | 15* | -22% | -20% | 64* | ? | -15%
24 | CCOC(=O)C1=C(CC)Nc2ccccc2N=C1NC(=O)c1ccc(C)c(S(=O)(=O)N2CCOCC2)c1 | / | 10µM* | 8% | / | ? | /
25 | O=C(COc1ccc(Cl)cc1)Nc1ccc(Cl)cn1 | 26* | / | 8% | 34 | 93%[activator] | -1%
26 | CC(=O)Nc1cccc(-c2nnc3c4ccccc4c(C)nn23)c1 | -1 | ? | / | -18 | -12% | 1%
27 | COC(=O)c1c(O)c2c([nH]c1=O)CCCC2 | -6 | 6% | 7% | 1 | / | -4%
28 | CCCn1c(=O)c(C(=O)NCCc2ccc(OC)cc2)c(O)c2ccccc21 | -1 | ? | 13µM* | -3 | 2% | -8%
29 | O=C(N/N=C/C1CC=CCC1)c1ccc(Cl)cc1O (stereo unspecified) | 28* | 2.3µM* | -4% | 51 | 1% | 0%
30 | COc1ccc(C(=O)OC(C)C(=O)NC2CCCCC2C)cc1S(=O)(=O)N1CCOCC1 (stereo unspecified) | / | 9% | 9% | / | ? | /
31 | CC1CCCC(C)N1C(=O)COC(=O)c1cccc(S(=O)(=O)N(C)c2ccccc2)c1 (stereo unspecified) | / | ? | ? | / | ? | /
32 | CC(=O)C1=C(C)OC(N)=C(C#N)C1c1cccnc1 (stereo unspecified) | -1 | 74%[activator] | 14% | 4 | 33%[activator] | ?
33 | CCOc1ccc(C2NC(=O)C(C#N)=C(S)N2c2ccc(C)cc2)cc1OC (stereo unspecified) | -1 | -16% | 5% | -23 | / | ?
34 | CC(C)(C)NC(=O)COc1ccc(CNc2ncn[nH]2)cc1 | -2 | 20% | 1% | -21 | 9% | 4%
35 | O=C(CCCCCN1C(=O)c2ccccc2C1=O)Nc1nccs1 | -3 | ? | -7% | 15 | ? | 2%
36 | CCCCC1CCC(C(=O)OC(C)C(=O)Nc2ccc(NC(C)=O)cc2)CC1 (stereo unspecified) | -2 | 5% | 0% | -3 | ? | /
37 | O=C(CCN1CCN(c2ccccc2F)CC1)Nc1ccc(F)cc1 | -2 | ? | 12% | / | -2% | 0%
38 | O=C(NC1c2ccccc2-c2ccccc21)N1CCCCC1 | -3 | 17% | 18% | 1 | -19% | 0%
39 | O=C(Cc1ccc(-n2c(=O)c3sccc3n(CC(=O)Nc3ccccc3F)c2=O)cc1)NCc1ccco1 | -3 | 170%[activator] | 19% | 20 | ? | 1%
40 | CCOC(=O)Cc1nnn(CC(=O)OCC)n1 | -3 | / | 15% | -11 | / | 8%

Some of these compounds in order of length of the SMILES, ascending:
entry | molecule | CHX counter | Pf growth 96h | HCV inh | Shiga inhibitor | Pf growth 48h | Giardia FBPA inh
29 | O=C(N/N=C/C1CC=CCC1)c1ccc(Cl)cc1O (stereo unspecified) | 28* | 2.3µM* | -4% | 51 | 1% | 0%
38 | O=C(NC1c2ccccc2-c2ccccc21)N1CCCCC1 | -3 | 17% | 18% | 1 | -19% | 0%
32 | CC(=O)C1=C(C)OC(N)=C(C#N)C1c1cccnc1 (stereo unspecified) | -1 | 74%[activator] | 14% | 4 | 33%[activator] | ?
35 | O=C(CCCCCN1C(=O)c2ccccc2C1=O)Nc1nccs1 | -3 | ? | -7% | 15 | ? | 2%
37 | O=C(CCN1CCN(c2ccccc2F)CC1)Nc1ccc(F)cc1 | -2 | ? | 12% | / | -2% | 0%
23 | COCCN1Cc2cc3cc(C)ccc3nc2SC1=Nc1ccc(OC)cc1 | 15* | -22% | -20% | 64* | ? | -15%

(cont.)
entry | molecule | CHX counter | Pf growth 96h | HCV inh | Shiga inhibitor | Pf growth 48h | Giardia FBPA inh
41 | CCOc1ccc(-n2c(SCC(=O)Nc3cc(OC)c([N+](=O)[O-])cc3C)nc3ccccc32)cc1 | -3 | ? | 0% | 11 | -17% | 1%
42 | Cc1ccc(-c2cc(C(F)F)n3ncc(C(=O)NCc4ccco4)c3n2)cc1 | -2 | ? | 9% | -4 | ? | 8%
43 | Cc1ccc(-c2nn3c(C)nnc3s2)cc1NC(=O)CSc1ccc(Cl)cc1 | -3 | -21% | 6% | -2 | -13% | 1%
44 | Cc1cccc(C)c1NC(=O)CNC(=O)CCC(=O)c1cccs1 | 1 | 3% | -5% | -6 | -24% | 4%
45 | COc1ccc(-n2c(=S)[nH]c3c(sc(=S)n3-c3ccccc3)c2=O)c(OC)c1 | -10 | -24% | 20% | -8 | 10% | -7%
46 | O=C(c1ccc(Br)o1)N1CCN(c2ccccn2)CC1 | 9 | 2% | -9% | 15 | -27% | 5%
47 | O=C(CCSc1ccc(Cl)cc1)NCc1ccccn1 | 13* | 19% | 26% | 23 | -9% | 2%
48 | COC(=O)Nc1ccccc1C(=O)N1CCCCC1 | 5 | 6% | 11% | 6 | 18% | 2%
49 | COc1cc(SC)ccc1C(=O)N1CCCc2ccccc21 | 3 | ? | 11% | 16 | 2% | -13%
50 | CC(C)(C)OC(=O)NOCC(=O)N(CC(=O)c1ccccc1)Cc1ccccc1 | / | 65%[activator] | 3% | / | -13% | /
51 | CCCC(=O)Nc1nc(C)c(-c2csc(Nc3cc(OC)ccc3OC)n2)s1 | 0 | ? | ? | -7 | ? | -10%
52 | COc1cccc(OC)c1OCCOc1ccc(C(=O)c2ccccc2)cc1 | -3 | 0.37µM* | ? | 21 | 3% | -1%
53 | CC(C)NC(=O)c1sc2nc(-c3cccs3)cc(-c3cccs3)c2c1N | -2 | / | ? | -1 | 11% | -1%
54 | CCc1ccc(-c2nc(SCC(=O)N3CCOCC3)n[nH]2)cc1 | 11* | 84%[activator] | 19% | 29* | 86%[activator] | 8%
55 | O=C(CS(=O)(=O)c1ccccc1)Nc1nnc(-c2cccs2)o1 | / | 0% | 15% | / | -1% | /
56 | Cc1cc(N2CCN(S(=O)(=O)c3ccc4c(c3)OCCO4)CC2)n2ncnc2n1 | 13 | ? | 13% | 2 | 0% | -14%
57 | Cc1ccc(-c2csc(NC(=O)C3=COCCO3)n2)cc1C | / | 6.6µM* | 7.9µM* | / | 10µM* | /
58 | Cc1cc(C)n(-c2ccc(C(=O)Nc3cccc(S(=O)(=O)N(C)C)c3)cc2)n1 | -4 | ? | 5µM* | -14 | -30% | -1%
59 | CC(=O)OC1COC(N2CCc3ccccc32)C(OC(C)=O)C1OC(C)=O (stereo unspecified) | -2 | 53%[activator] | 13% | -9 | 12% | 0%
60 | CN(C)S(=O)(=O)c1ccc(NC(=S)NC(=O)Cc2ccccc2)cc1 | -9 | ? | 9% | 21 | 31%[activator] | 0%
61 | Cc1cc(/C=C(\C#N)C(=O)NC2CCCCCC2)c(C)[nH]1 | 35* | 197%[activator] | -18% | 46 | 36%[activator] | 6%
62 | COc1ccc(NC(=O)NCCN2CCN(c3ccc(C)cc3)CC2)c(Cl)c1 | -2 | ? | -19% | -5 | ? | 3%
63 | CCc1ccc(-c2cc(N)n(-c3ccccc3)n2)cc1 | 33* | 425%[activator] | 1% | 154* | 388%[activator] | -10%
64 | COc1ccc(C)cc1NC(=O)Nc1ccc(Br)cn1 | -4 | 28% | -2% | -11 | / | 0%
65 | COC(=O)C1=C(C)NC(C)=C(C(=O)OC)C1c1ccc(-c2cc(Cl)ccc2Cl)o1 | -9 | ? | ? | -10 | ? | 3%
66 | NS(=O)(=O)c1ccc(CCNC(=O)CNC(=O)C2CCCCC2)cc1 | -1 | 12µM* | 13% | -3 | 10% | -1%

Screening results as filed in PubChem.
